Source: PubChem
Epigenetic derep – epigenetic control regulation, reporter derepression; murine LDR cells, GFP reporter derepression, 30 h; Potency, µM (titrated, usually from 53.9 µM), for the others: top-dose GFP activation, actives largely listed as activators; hit rate 0.2% among 280,000; also: % of control where 0% means no effect; nearly all actives have a fitted effect of over 60% in size
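Derepression of a silenced CMV-GFP reporter in murine LDR cells is scored by enumerating GFP-positive cells with a laser-scanning microplate cytometer after 30 hours of treatment at 37 C.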
Tau fluor cs – counter-screen for tau fibril formation inhibitors | tau K18 P301L Alexa594 fluorescence, heparin fibrillization | Potency, µM (highest dose often 57.7 µM), without a hit: at the highest dose activity change, negative = decrease | hit rate 0.93% among 280,000; also: % is scaled to controls: 0 for no effect and ±100 for the full control effect; nearly all actives have a fitted effect of over 55% in size
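Human tau K18 P301L (15 uM unlabeled, 0.24 uM Alexa 594-labeled) in 100 mM sodium acetate pH 7 with 20 uM heparin, 6 hr at 37 C. ThT 30 uM added, 1 hr ambient; Alexa 594 FP and total fluorescence read at 555/632 nm.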
GAA glycogen – GAA glycogen-cleavage inhibition or activation. P10253. recombinant GAA, glycogen substrate, Amplex Red glucose oxidase fluorescence. Potency, µM (series often up to 76.4 µM), inactives show at the highest dose activity change, negative = inhibition, usual class: inhibitors. hit rate 0.38% among 300,000. AID 2100;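 also: 0% = full enzyme reaction and -100% = no-enzyme basal signal; the screen sought inhibitors and activators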
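Natural-substrate format: glycogen cleavage by 4 nM human enzyme, glucose read by Amplex Red coupling (Ex 573, Em 610 nm). Normalized to enzyme and no-enzyme controls.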
GAA inh – inhibitors of human lysosomal alpha-glucosidase; hit rate 0.005% among 200,000; Potency, µM (titrated, usually from 76.9 µM), inactives show at the top dose activity change, negative = inhibition, usual class: inhibitors; purified human GAA, 4-MU-alpha-glucoside fluorescence; AID 1466; P10253;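 also: plate controls were uninhibited enzyme wells for no effect and no-enzyme background for full effect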
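Fluorescence at Ex 365/Em 440 nm from 4-methylumbelliferone reported enzyme activity after 20 min at room temperature. Reactions used 4 nM enzyme and 400 uM substrate at pH 5.0; curves fitted with the Hill equation.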
ALDH1A1 block – ALDH1A1 (human) enzyme inhibition. hit rate 7.3% among 220,000. Potency, µM (series often up to 75.3 µM), inactives show top-dose activity, negative = inhibition, actives largely listed as inhibitors. Purified ALDH1A1, NADH fluorescence, propionaldehyde substrate; active = well fitted inhibition curve with a large enough effect, not every such curve was filed as active; inconclusive = small, poorly fitted or top-dose-only effect, or another doubt; inactive = no such curve, though single readings can be large or run the other way;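 also: plate controls were no enzyme wells and a reference inhibitor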
Target sequence (P00352 whole entry, looked up): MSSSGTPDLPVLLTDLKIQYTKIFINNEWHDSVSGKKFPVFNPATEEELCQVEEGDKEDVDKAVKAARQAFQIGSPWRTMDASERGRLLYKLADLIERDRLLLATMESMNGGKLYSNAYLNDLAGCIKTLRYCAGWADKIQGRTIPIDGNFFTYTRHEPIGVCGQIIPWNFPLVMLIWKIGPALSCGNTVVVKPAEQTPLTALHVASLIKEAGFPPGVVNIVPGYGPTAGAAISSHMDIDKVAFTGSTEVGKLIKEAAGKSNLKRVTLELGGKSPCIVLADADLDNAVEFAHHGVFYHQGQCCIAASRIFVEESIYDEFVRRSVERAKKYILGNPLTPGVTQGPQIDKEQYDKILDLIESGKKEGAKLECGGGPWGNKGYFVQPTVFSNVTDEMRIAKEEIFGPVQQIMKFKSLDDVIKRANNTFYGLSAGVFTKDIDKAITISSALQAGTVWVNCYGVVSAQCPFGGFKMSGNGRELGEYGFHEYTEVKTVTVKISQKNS
NPSR antag – blocks cAMP signaling of the human neuropeptide S receptor | Q6W5P4 | CHO-NPSR cells, cAMP TR-FRET, antagonist mode | Potency, µM (top dose mostly 38.3 µM), inactives show top-dose activity change, negative = inhibition, actives largely listed as inhibitors | hit rate 1% among 220,000; also: % is scaled to controls: 0 for no effect and ±100 for the full control effect; nearly all actives have a fitted effect of over 50% in size; many of its hits are not listed in these tables
Target sequence (Q6W5P4 whole entry, looked up): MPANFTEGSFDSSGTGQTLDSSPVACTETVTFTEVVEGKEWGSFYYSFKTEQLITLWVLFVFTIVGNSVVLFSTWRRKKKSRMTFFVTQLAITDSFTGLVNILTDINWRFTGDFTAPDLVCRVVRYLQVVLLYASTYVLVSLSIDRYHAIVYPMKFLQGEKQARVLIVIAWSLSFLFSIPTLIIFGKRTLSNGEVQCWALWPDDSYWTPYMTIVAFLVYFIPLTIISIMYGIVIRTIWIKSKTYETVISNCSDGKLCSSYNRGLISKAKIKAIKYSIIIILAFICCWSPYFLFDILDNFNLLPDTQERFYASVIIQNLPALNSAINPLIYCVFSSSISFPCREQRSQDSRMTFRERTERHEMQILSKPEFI
aGlu spleen mod – inhibits or activates alpha-glucosidase in human spleen homogenate | P10253 | human spleen homogenate, 4-MU-alpha-glucoside fluorescence | Potency, µM (series often up to 79.9 µM), for inactives: top-dose activity change, negative = inhibition, hits mostly inhibitors | hit rate 0.006% among 240,000 | AID 2112;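 also: 0% = enzyme with vehicle and -100% = no enzyme basal signal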
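Enzyme source: human spleen homogenate, 1 ug/well. Buffer 50 mM citric acid/K phosphate pH 5.0, 0.01% Tween-20. 4-MU-alpha-glucoside 1 mM; 37 C x 40 min; NaOH/glycine stop; fluorescence.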
GLA spleen mod – inhibits or activates alpha-galactosidase in human spleen homogenate; hit rate 0.008% among 240,000; P06280; Potency, µM (titrated, usually from 80 µM), for inactives: top-dose activity change, negative = inhibition, actives largely listed as inhibitors; human spleen homogenate, 4MU-alpha-Gal fluorescence, 40 min;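 also: 0% = enzyme with vehicle and -100% = no enzyme basal signal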
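Inhibition or activation of alpha-galactosidase in human spleen homogenate is scored by 4-MU fluorescence after 40 min at 37C, pH 5.0, with 1 mM substrate. AC50s come from concentration-response fitted to the Hill equation.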
The depositor's hits bear a star; ? = inconclusive; . = not tested or not shown; & = joins results of further samples; [ ] = dose if it differs, or a comment. Unless noted, calls follow the shape of the dose curve; as a rule, active = well fitted curve in the direction sought with a large enough effect; inconclusive = small, poorly fitted or top-dose-only effect, or another doubt; inactive = no such curve, though single readings can be large; an effect the other way counts as inactive or inconclusive. Potency is read from the fitted curve at half-maximal effect.

SMILES | Epigenetic derep | Tau fluor cs | GAA glycogen | GAA inh | ALDH1A1 block | NPSR antag | aGlu spleen mod | GLA spleen mod
COc1ccc(C(C)NC(=O)c2ccccc2Br)cc1OC (configuration not stated) | -0.1% | 6% | -9% | -11% | 8% | 12% | -2% | -3%
O=[N+]([O-])c1cccc(CSc2ncnc3ccccc23)c1 | -1.3% | -24% | 5% | -10% | 22µM* | -31% | -8% | -7%
Cc1nc2cc(NC(=O)Nc3cccc4ccccc34)ccc2n1C | 3.2% | -11% | 5% | 11% | 0% | 2% | 6% | -8%
Cc1cc(F)ccc1NCc1ccccc1[N+](=O)[O-] | -4.4% | ? | 1% | -8% | 0.63µM* | 38% | 0% | -2%
COc1cc2[nH]c(=O)n(Cc3ccc(C(=O)NCCCN4CCN(C)CC4)cc3)c(=O)c2cc1OC | -1.5% | -8% | 3% | -3% | ? | -9%[46.1 µM] | 7% | 3%
CCOC(=O)C1C(=O)CC(C)(O)C(C(=O)OCC)C1c1cccc(OC)c1 (configuration not stated) | -1.3% | 0% | -1% | -6% | 0% | 20%[46.1 µM] | -9% | 2%
O=S(=O)(c1ccc(Cl)nc1)N(Cc1ccccc1)Cc1ccccc1 | -1.0% | -22% | 5% | 1% | ? | -39% | -6% | -21%
O=C(O)CCCNC(=O)c1ccccn1 | 1.1% | -7% | -8% | -9% | 6% | 5% | 6% | 0%
CS(=O)(=O)N(CC(=O)Nc1cccnc1)c1ccc2c(c1)OCO2 | -2.3% | -19% | 4% | -14% | -1% | -13%[46.1 µM] | -11% | -5%
COC(=O)c1ccccc1NC(=O)c1ccccc1OC | -4.1% | -10% | -3% | -5% | -6% | -19%[46.1 µM] | ? | -11%
COc1ccc(C)cc1Nc1nc(-c2c[nH]c3ccccc23)cs1 | -1.1% | ? | -14% | 1% | ? | -3% | -5% | -4%
CCc1ccc(NC(=O)CSCCO)cc1 | -5.0% | 6% | 0% | -9% | -4% | 7% | 1% | -1%
COc1ccc(C(=O)/C=C(\C)Nc2ccc(NC(C)=O)cc2)cc1 | 2.1% | -25% | 2% | -7% | -15% | -15%[46.1 µM] | 3% | -5%
CC1=CC(C)(C)NC(=S)N1c1ccccc1 | 0.2% | -2% | 3% | 7% | 4% | -7%[46.1 µM] | 0% | 1%
CCCCN(C)C1CCN(C(=S)Nc2cccc(SC)c2)CC1 | -3.1% | 0% | 3% | -2% | 10% | 10% | -3% | -3%
CCC1=C2CC[C@H]3C(=O)N(C)C(=O)[C@H]3[C@H]2[C@@]2(Cc3ccccc3)C(=NCCOC)OC(=O)N2C1=O | 2.5%&-0.1% | -9%&-3% | -2% | . | 4% | 31% | -1%&-2% | 6%&-2%
CN(C)c1ccnc(Oc2ccc(F)cc2)c1C#N | -1.9% | -7% | 0% | -2% | -4% | -6%[46.1 µM] | -1% | -1%
Cc1cc(C(F)(F)F)n(-c2nc(C(=O)Nc3cccnc3)cs2)n1 | -0.3% | -4% | 21% | -2% | 0% | 14% | -1% | -7%
Cc1cc(=O)n2[nH]cnc2n1 | 5.7% | 0% | 16% | -10% | 7% | 9%[46.1 µM] | -3% | -8%
CCOC(=O)c1sc(NC(=O)CCCCl)nc1C | -1.8% | -8% | -1% | -6% | ? | 9% | 4% | -10%
O=C(Nc1cccnc1)c1ccc(NS(=O)(=O)c2cccc([N+](=O)[O-])c2)cc1 | -0.3% | -14% | -7% | 2% | ? | -9% | -1% | -3%
N#C/C(=C/c1cccn1-c1cccc(C(=O)O)c1)c1ccc(F)cc1 | 1.1% | -5% | -1% | -6% | -9% | -33% | 1% | 10%
CO/N=C(/CS(=O)Cc1ccc(Cl)cc1)c1ccc(Cl)cc1 (configuration not stated) | -0.9% | -17% | 1% | -3% | -4% | -22%[46.1 µM] | -8% | 0%
CN(C)c1ccnc(N(Cc2ccccc2)Cc2ccccc2)c1C#N | 0.1% | -19% | -5% | ? | ? | ? | 10% | 9%
CC(=O)/C(=C\Nc1ccc(OCc2ccccc2)cc1)c1ccccc1 | 2.0% | ? | 3% | 6% | ? | -4%[46.1 µM] | -2% | -8%
Carrying on:
SMILES | Epigenetic derep | Tau fluor cs | GAA glycogen | GAA inh | ALDH1A1 block | NPSR antag | aGlu spleen mod | GLA spleen mod
COC(=O)/C(C#N)=C/N(C)C | -2.6% | -2% | 2% | . | . | 6% | 6% | 7%
O=C(NCCCN1CCC(Cc2ccccc2)CC1)C1CCC(=O)N1C1CCCC1 (configuration not stated) | 3.8% | 4% | 9% | 0%[15.4 µM] | 12% | 19%[46.1 µM] | 14% | -1%
Cn1nnnc1NCc1ccc(Cl)cc1 | 0.2% | -11% | -5% | 9% | -1% | -10% | 1% | -8%
COc1ccccc1OCCSc1nc2ccccc2c(=O)[nH]1 | 3.2% | -5% | -1% | -7% | 7% | -22%[46.1 µM] | -8% | -7%
O=C(CN1C(=O)C2CC=C(Cl)CC2C1=O)Nc1ccc(C(=O)O)cc1 (configuration not stated) | 0.0% | 10% | 6% | -8% | 1% | -7%[46.1 µM] | -4% | -3%
CCc1ccccc1NC(=O)CCN1C(=O)C2C3CCC(C3)C2C1=O (configuration not stated) | 3.7% | 0% | 2% | ? | ? | 5% | 2% | -2%
CSc1ccc(Cl)c(C(=O)OCC(=O)N2CCOCC2)c1 | -1.0% | -1% | -12% | -6% | -11% | -12%[46.1 µM] | 1% | 0%
CCOc1ccccc1-n1nnnc1SCC(=O)OC | -0.6% | -2% | 15% | 2% | -15% | 3% | -9% | -3%
O=C(c1ccoc1)N1CCC2(CC1)Oc1ccc(F)cc1C(=O)C21CC(c2cccnc2)=NO1 (configuration not stated) | -1.9% | 8% | 3% | . | . | -1% | -2% | -6%
CCOC(=O)CSc1nnc(NC(=O)c2cccc([N+](=O)[O-])c2)s1 | 0.0% | -8% | 17% | 8% | -5% | 4% | -12% | -20%
CCc1cc2c(=O)c(-c3cnn(-c4ccccc4)c3)c(C(F)(F)F)oc2c(CN(C)C)c1O | -1.0% | -9% | -1% | -3% | 8% | 2% | -8% | 1%
C=CCSc1nnc(-c2nnc(SCC=C)n2CC)n1CC | -2.0% | -3% | 1% | 10% | ? | 4%[46.1 µM] | -3% | -12%
C/C(=N\O)c1oc2ccc3c(C)cc(=O)oc3c2c1C | 0.1% | 2% | -6% | . | . | -3% | 4% | 7%
COc1cc(OC)cc(C(=O)Nc2ccc3c(c2)COC3=O)c1 | -0.1% | -1% | -4% | -5% | 1% | -5%[46.1 µM] | -2% | 5%
COc1cc(S(=O)(=O)NCCN2CCOCC2)ccc1-n1cnnn1 | -0.2% | 9% | 17% | 5% | ? | 19% | 6% | -1%
Cc1ccc2nc(NC(=O)c3ccccn3)sc2c1 | 1.3% | -14% | 10% | -5% | -3% | -41% | 3% | 4%
CC(Sc1ccc2c(c1)OCCO2)C(=O)Nc1ncc(Cl)cc1Cl (configuration not stated) | 0.0% | -13% | -6% | 4% | 0% | -16%[46.1 µM] | -5% | 7%
O=C(CNC(=O)c1cccc(Br)c1)N/N=C/c1cc(Br)cc(Br)c1O | -0.9% | ? | 4% | -2% | 7% | -30% | -13% | -17%
COC(=O)c1sc(NC(=O)COc2cccc(C)c2)nc1C | 1.3% | -6% | 8% | 3% | 0% | 2% | 3% | 1%
COc1cccc(-n2ccnc2SCC(=O)Nc2cc(C)on2)c1 | -5.4% | 5% | 9% | 7% | -3% | 3% | -1% | -4%
CC(/C=C/C(=O)c1ccc(C)cc1)=C\c1ccccc1 | -1.8% | -18% | 4% | -2% | -7% | -26%[46.1 µM] | -1% | 2%
CCOCCn1c(SCc2ccc(C)cc2)nc2c1c(=O)[nH]c(=O)n2C | 0.7% | 2% | -2% | -7%[15.4 µM] | -3% | -2%[46.1 µM] | -5% | 3%
CCOC(=O)CN=C/C(C(C)=O)=C(/C)O | 1.2% | 15% | -10% | . | 7% | -16% | -4% | 6%
CCOC(=O)Cc1csc(NC(=O)c2c(-c3c(F)cccc3Cl)noc2C)n1 | 3.6% | -13% | -3% | ? | -2% | -21%[46.1 µM] | 6% | 11%
CC(=O)Oc1ccc(C(=O)c2ccccc2)c(OC(C)=O)c1 | 2.3% | -9% | 4% | 2% | -2% | 2% | 0% | 5%
O=C(N/N=C/C=C\c1ccccc1[N+](=O)[O-])c1ccccn1 | -3.0% | -6% | ? | -3% | -13% | -21% | -15% | 6%
COc1ccc(/C=C/C(O)=C2/C(=O)NC3(C)CC2c2ccccc2O3)c(OC)c1OC (configuration not stated) | 2.6% | -3% | 1% | 4% | 6% | -14% | -18% | -15%

The list is partial (hit frequency here may not be typical).
